# High-throughput results: PubChem BioAssay, several laboratories
# NPY-Y1 antag = NPY-Y1 (human) receptor antagonism | P25929 | HEK293-CNG Y1 cells, membrane potential fluorescence; NPY at EC95, then isoproterenol | inhibition, % at 3.6 µM | actives 1% (n = 200,000) | AID 1040;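 active = inhibition above the campaign mean inhibition of all tested compounds plus 3 SD, cut at about 20% in these data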;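 note: 0% = DMSO wells given NPY plus isoproterenol and 100% = isoproterenol alone without NPY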
#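 Assay system: HEK293 cells with Y1 receptor plus CNG channel | Probe or stimulus: NPY (25 nM), isoproterenol (1 µM), Ro 20-1724 (25 µM) | Timing: Compound incubation 1 h at room temperature, readout 45 min post-stimulation | Measured by: Membrane-potential fluorescent dye readout | Benchmarks: High control isoproterenol alone, low control NPY with isoproterenol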
# NPY2 pot ag = human NPY-Y2 potentiation or agonism, primary screen; activation, % at 3.6 µM; cells expressing NPY-Y2, potentiator/agonist read-out; actives 0.45% (n = 220,000); P49146; in the data active = activation above about 27%;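 note: cells stimulated with NPY near EC25 plus isoproterenol at EC100; 0% = vehicle plus submaximal agonist and 100% = vehicle plus saturating agonist; some results beyond the cut were filed as inactive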
# Target sequence (P49146 whole entry, looked up): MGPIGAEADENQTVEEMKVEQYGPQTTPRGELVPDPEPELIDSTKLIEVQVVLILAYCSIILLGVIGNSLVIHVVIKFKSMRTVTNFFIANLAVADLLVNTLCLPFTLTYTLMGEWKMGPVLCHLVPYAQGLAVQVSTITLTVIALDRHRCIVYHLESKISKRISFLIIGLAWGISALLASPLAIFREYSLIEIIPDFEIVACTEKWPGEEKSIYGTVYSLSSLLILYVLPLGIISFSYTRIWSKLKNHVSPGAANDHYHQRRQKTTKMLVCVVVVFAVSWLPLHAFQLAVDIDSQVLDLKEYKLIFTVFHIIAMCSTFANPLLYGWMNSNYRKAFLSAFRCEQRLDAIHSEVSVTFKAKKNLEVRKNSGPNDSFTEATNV
# MDM2 E3 inh = inhibitors of human Mdm2 E3 ubiquitin ligase; AID 1230; actives 0.11% (n = 210,000); signal enhancement, % at 5 µM; cell-based MDM2 ubiquitination luciferase reporter, 2 h; 0 = plate control, 100 = twice control, blank-subtracted; Q00987;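 active = signal enhancement of 30% or more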;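 note: luminescence tracks abundance of the self-degrading MDM2-luciferase fusion protein; higher signal means inhibition of MDM2 E3 ligase activity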
# Target sequence (Q00987 whole entry, looked up, the tested form may be a part): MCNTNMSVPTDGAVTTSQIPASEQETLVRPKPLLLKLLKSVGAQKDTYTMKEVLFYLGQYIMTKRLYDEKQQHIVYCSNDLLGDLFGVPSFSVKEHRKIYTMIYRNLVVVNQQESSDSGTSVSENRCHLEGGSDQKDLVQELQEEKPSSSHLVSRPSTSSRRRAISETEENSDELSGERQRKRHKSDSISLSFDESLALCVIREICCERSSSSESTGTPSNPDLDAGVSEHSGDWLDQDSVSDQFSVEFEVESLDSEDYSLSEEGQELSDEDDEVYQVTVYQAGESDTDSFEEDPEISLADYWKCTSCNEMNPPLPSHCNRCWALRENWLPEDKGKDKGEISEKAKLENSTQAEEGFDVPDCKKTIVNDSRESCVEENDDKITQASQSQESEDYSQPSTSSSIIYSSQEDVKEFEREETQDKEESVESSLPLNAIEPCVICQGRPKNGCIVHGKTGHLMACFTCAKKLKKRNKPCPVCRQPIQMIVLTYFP
#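 system = mammalian cells stably expressing self-ubiquitinating, self-degrading MDM2 E3–luciferase fusion | quantity = 2000 cells per well seeded | incubation = 4 h cell settling then 2 h compound exposure, 37 °C | signal = SteadyLite luminescence, 15 min reagent step | benchmarks = plate control and blank wells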
# Runt-SMMHC FRET = Runt domain-CBFb-SMMHC interaction inhibition. Cerulean-Runt/Venus-CBFb-SMMHC FRET ratio 530/480, 1 h. Q01196+Q13951. inhibition, % at 20 µM. actives 0.74% (n = 220,000);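 active = mean inhibition across duplicate retests at 20 µM reaching about 50%, limit read from the data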;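 note: 0% = DMSO wells and 100% = wells with excess untagged CBFb-SMMHC; inhibitors lower the FRET ratio by blocking Runt binding to CBFb-SMMHC; some results filed as inactive read as strong as hits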
# Hck Nef HTS = human Hck-Nef kinase inhibition | Recombinant Hck-YEEI plus Nef, Z-Lyte FRET kinase assay | actives 0.68% (n = 220,000) | AID 463187 | P08631 | inhibition, % at 20 µM;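 active = Hck-Nef kinase inhibition above about 50%, limit read from the data; inactive = inhibition below that limit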;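 note: 0% = DMSO with Hck plus Nef and 100% = Hck alone without Nef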
# Runt-CBFb FRET = blocks binding of human RUNX1 Runt domain to CBFb | actives 0.46% (n = 220,000) | Q01196+Q13951 | AID 1496 | Cerulean-Runt/Venus-CBFb FRET ratio 530/480, 1 h | inhibition, % at 20 µM;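 active = inhibition over about 50% at 20 µM in the single-dose screen, limit read from the data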;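 note: 0% = DMSO wells and 100% = excess unlabeled CBFb competitor control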
#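 Measured by: fluorescence energy transfer, 422 nm excitation, 530/480 nm emission; test system: Cerulean-tagged RUNX1 Runt domain (FRET donor) fusion protein; buffer or medium: Tris pH 7.5 buffer with BSA; compound: one dose, 20 µM compound, 1% DMSO; times: two 1 h room-temperature incubations shielded from light; benchmarks: unlabeled CBFb 5 µM, positive control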
# NPY1 pot ag = potentiators or agonists of human neuropeptide Y receptor Y1; P25929; actives 0.37% (n = 220,000); NPY-Y1 expressing cells, potentiator/agonist activation; activation, % at 3.6 µM; in the data active = activation above about 33%, passing the limit was not always enough;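 note: cells stimulated with NPY at EC10 then isoproterenol at EC100; 0% = low agonist plus stimulus and 100% = saturating agonist plus stimulus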
# RBBP9 inhibitor = inhibitors of human serine hydrolase RBBP9; O75884; recombinant RBBP9, FP-Rh probe fluorescence polarization; inhibition, % at 7.94 µM; actives 0.2% (n = 220,000);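 active = inhibition above the campaign mean of all tested compounds plus 3 SD, cut at about 14% in these data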;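 note: plate controls were DMSO wells with RBBP9 for no effect and wells lacking RBBP9 protein for full effect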
# Target sequence (O75884 whole entry, looked up): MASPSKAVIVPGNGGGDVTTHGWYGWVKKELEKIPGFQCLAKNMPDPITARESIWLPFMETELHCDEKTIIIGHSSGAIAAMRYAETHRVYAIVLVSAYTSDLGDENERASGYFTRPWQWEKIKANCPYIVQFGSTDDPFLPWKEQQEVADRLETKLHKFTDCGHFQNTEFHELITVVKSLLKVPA
#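 System: RBBP9 protein | Quantity: 2.5 µM RBBP9 dispensing solution, before mixing | Reagent: FP-Rh probe, 375 nM dispensing solution | Timing: Enzyme-compound preincubation 30 min, then probe labeling 45 min, 25 °C | Measured by: Fluorescence polarization | Read-out: % inhibition | Replication: One well per compound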
# p97 ATPase inh = human p97 ATPase inhibition | P55072 | recombinant p97 ATPase, Kinase-Glo ATP luminescence, 3 h | inhibition, % at 8 µM | actives 0.42% (n = 220,000) | AID 1481; in the data active = inhibition above about 15%;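 note: 0% = DMSO vehicle and 100% = wells lacking enzyme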
# The depositor's hits bear a star; . = not tested or not shown.
# Values run as follows: NPY-Y1 antag, NPY2 pot ag, MDM2 E3 inh, Runt-SMMHC FRET, Hck Nef HTS, Runt-CBFb FRET, NPY1 pot ag, RBBP9 inhibitor, p97 ATPase inh
COc1cc(C(=O)OCC(=O)N2CCCCC2C)cc(NC(=O)c2cccs2)c1OC (configuration not stated)
    8, 8, -6, 0, -6, -2, 14, -3, 1
CC(=O)OC1CCC2(C)C(=CCC3C2CCC2(C)C3CC3OC4(CCC(C)CN4)C(C)C32)C1 (configuration not stated)
    ., -13, ., -6, 14, 4, -2, -1, 5
C=C(C)CSc1nnc(-c2cccc(S(=O)(=O)N(C)C)c2)n1-c1cc(OC)ccc1OC
    26*, -1, -9, -1, -22, -4, -18, -3, -7
Cc1ccc(S(=O)(=O)N2CCCC(C(=O)NCCc3ccc4c(c3)OCO4)C2)cc1 (configuration not stated)
    -1, -2, -18, -1, 0, -1, -3, -5, -3
Cc1c(C(=O)Nc2cccc(N(C)S(C)(=O)=O)c2)cccc1[N+](=O)[O-]
    3, 0, -1, -3, -8, 1, -10, -12, 2
COc1ccc(C(=O)N/N=C/C(C)c2ccccc2)cc1OC (configuration not stated)
    -6, -6, -21, -3, -1, -1, 2, -4, 16*
Cc1ccc(/C=N/NC(=O)c2ccccn2)o1
    1, -1, -8, -14, 4, 0, 16, -3, 2
COc1ccc(C(=O)C(CN2CCOCC2)c2ccccc2)cc1F (configuration not stated)
    17, -35, -17, 2, 2, -1, -10, -7, 2
CCOc1ccc(NC(=O)Cn2sc3nc(C)cc(C)c3c2=O)cc1
    ., 6, 5, 53, -136, -14, 2, 3, 4
C=CCn1c(CCNC(=O)c2cccs2)nnc1SCC(=O)Nc1cccc(Cl)c1C
    -4, -2, 0, 0, 3, 2, 7, 4, 0
COCCNC(=O)COc1ncnc2ccc(Br)cc12
    -2, -8, -15, -2, -1, 0, -7, -5, -5
CCCCC(=O)Nc1cccc(NC(=O)c2cccc(Br)c2)c1
    0, -8, -4, -3, -5, 1, 10, -11, -2
CC(C)=N/N=c1\scc(C)n1Cc1ccco1
    -2, -3, 4, 0, 35, -1, -11, 1, -2
Cc1cc(C)cc(OCC(=O)Nc2ccc(N3CCN(S(C)(=O)=O)CC3)cc2)c1
    -3, 24, 1, 1, 3, -1, 2, 0, -1
Cn1c2c(c(=O)n(C)c1=O)CN(CCCN1CCOCC1)CN2
    2, 7, 8, 2, 0, 0, -6, 6, 6
CN(C(=O)c1ccco1)c1nnc(C23CC4CC(CC(C4)C2)C3)s1
    -2, 0, 6, -3, 6, -6, 3, 3, -1
O=C(Cn1c(=O)c2sccc2n(Cc2ccc([N+](=O)[O-])cc2)c1=O)NCCc1ccccc1
    0, 0, -13, 5, 0, 1, 15, -9, -5
C=CCNC(=O)/C(C#N)=C\c1cc(Cl)c(OCC)c(OC)c1
    13, -6, -9, 3, 3, 0, 0, -8, 6
COc1ccc(CN2C(=O)NC3(CCCCC3)C2=O)cc1F
    -1, -7, -4, 0, -1, 1, 9, -3, 5
CCCSc1ncc(Cl)c(C(=O)Nc2ccc(S(=O)(=O)N3CC(C)OC(C)C3)cc2)n1 (configuration not stated)
    0, -3, -15, 2, 1, -1, -16, -13, -1
COC(=O)c1nnn(-c2cc(Cl)cc(Cl)c2)c1C(=O)OC
    ., -2, 4, 4, 1, 2, -1, -10, -11
CC(=O)N1/C(=C/c2ccc(N(C)C)cc2)C(=O)c2ccccc21
    19, -16, 4, -10, 28, -7, -2, 6, 0
CC(=O)Nc1ccccc1OCC(=O)c1cc(C)n(Cc2cccs2)c1C
    10, 7, -40, -1, 2, 2, -28, -10, 4
CCCCCn1cnc2c(=S)nc(N)[nH]c21
    ., -3, ., -1, -26, 37, 13, 5, 6
Nc1nc(Br)c2ccccc2c1-c1ccc(F)cc1
    7, -8, -11, 22, 1, 3, -7, -2, 1
O=C(Nc1ccccc1N1CCOCC1)c1cc(-c2ccco2)nc2ccccc12
    13, -21, -31, -55, -1, 15, -35, -1, 3
O=C(N/C(=C\c1ccccc1)C(=O)N1CCN(CCO)CC1)c1ccccc1
    0, -6, 6, 2, -2, -2, 6, -2, 3
CC1(C)Cn2c(nnc2-c2ccccc2)S1
    -2, 3, -14, 0, 0, 2, -2, 0, 1
CCC(C)[C@H](NC(=O)Nc1ccc(C)cc1C)C(=O)O (some centres not stated)
    ., -11, 0, -1, -1, 0, 28, 2, 7
CCC1Oc2ccccc2N(CC(=O)Nc2ccccc2OC)C1=O (configuration not stated)
    -2, -1, -18, 2, 2, -2, 4, 0, -2
COc1ccc(/C=N/Nc2cc(C)nc(-n3nc(C)cc3C)n2)cc1
    4, -9, 0, 2, -1, -4, -10, -9, 2
COc1cccc(C(=O)/C=C/c2ccc(N3CCCCC3)c([N+](=O)[O-])c2)c1
    1, -11, 2, 1, 4, -5, -4, -6, 2
CCCCNC(=O)c1cccc(NC(=O)C(=O)c2ccccc2NC(C)=O)c1
    0, -14, -32, 3, -1, 3, 4, -1, -7
CC(C(=O)OCn1nnc2ccccc2c1=O)N1C(=O)c2ccccc2C1=O (configuration not stated)
    5, 1, -2, 5, 2, 2, -11, 3, -3
CCN1C(=O)C(CC(=O)Nc2ccc(OC)cc2)N(CCCN2CCN(c3ccc(F)cc3)CC2)C1=S (configuration not stated)
    -8, 16, -21, 0, 13, -1, 18, -7, -6
CCCN1C2CCCC1CC(NC(=O)Nc1cccc(C(C)=O)c1)C2 (configuration not stated)
    7, 2, -3, 3, 1, -2, 4, -9, 1
CN(c1ccccc1)c1nc(N)c(C#N)c(CC#N)c1C#N
    4, -1, -11, 2, 1, 4, 12, -5, 1
COCC(=O)Nc1sc2c(c1C(=O)OC)CCC(C)C2 (configuration not stated)
    3, 0, 1, -3, -1, -3, 7, -4, -3
O=C(NCc1cccnc1)c1ccc(CS(=O)(=O)c2ccc(Cl)cc2)o1
    -7, 6, -18, -5, 0, 0, 16, 3, 5
COc1ccccc1CNC(=O)CNC(=O)c1cn(-c2ccccc2OC)c(=O)c2ccccc12
    9, -16, -28, 4, 15, 0, -16, -5, 13
CC(C)c1nc2n[nH]c(N)c2c2c1CSC(C)(C)C2
    6, -6, -13, 2, 0, 2, 2, 10, 5
CCc1cccc(NC(=O)CN(C)S(=O)(=O)c2cnc[nH]2)c1
    3, 5, -11, -3, -1, -1, -13, -3, 2
O=C(CN1C(=O)c2ccccc2C1=O)NCCOc1ccccc1
    ., 0, -7, 0, 1, 2, -5, -11, 6
Cc1cc2nc(C3CCCN(C(=S)Nc4ccccc4)C3)[nH]c2cc1C (configuration not stated)
    6, -15, -35, 1, -1, 1, -44, -7, -2
O=C(CSc1n[nH]c(-c2ccncc2)n1)c1cccc([N+](=O)[O-])c1
    -1, -6, -9, -1, 5, -1, 6, -4, 3
O=C(NCc1ccc(F)cc1)c1ccc(S(=O)(=O)Nc2cccc(C(F)(F)F)c2)cc1
    -10, 37*, -12, -1, -2, -7, 48*, -14, -7
Cc1c(NC(=O)c2ccc(Cl)c(S(=O)(=O)N3CCOCC3)c2)c(=O)n(-c2ccccc2)n1C
    4, -12, -18, 1, -1, 1, 8, -8, 1
CN(C)CCCN(C(=O)c1ccco1)c1nc2ccc(Cl)cc2s1
    4, 5, -7, 3, 3, 0, -11, -4, 1
CC(C)Oc1ccc(C(CC(=O)O)NC(=O)C2CCCCC2)cc1 (configuration not stated)
    0, 10, -20, -17, 0, 0, -7, -4, 5
COc1cc(C2NC(=O)NC3=C2C(=O)OC3)cc(OC)c1OC (configuration not stated)
    ., 9, ., -3, 31, 0, 16, -2, 5
CCOCCCNC(=O)C(c1ccccc1)N(Cc1ccc2c(c1)OCO2)C(=O)CNC(C)=O (configuration not stated)
    2, -2, -2, 1, -1, 0, 12, -2, -3
CC1Cc2ccccc2N1C(=O)COC(=O)C1=COCCO1 (configuration not stated)
    -4, 16, 1, -2, -4, 0, 7, 1, 5
CNC(=O)N(O)C1N(/N=C/c2cccnc2)C(=S)SC1(C)C (configuration not stated)
    ., -2, -4, 5, -7, 0, -12, -4, -10
Cc1ccc(OS(=O)Nc2cccc3nccnc23)cc1 (configuration not stated)
    5, 2, -88, 2, 0, 1, 4, -8, 1
NC(=O)c1ccccc1NS(=O)(=O)c1ccc2c(c1)OCCO2
    1, -18, ., 0, -13, -1, -4, -5, -4
Cc1cc(Nc2ccc(Cl)cc2)n2nnnc2n1
    2, -3, -7, -1, -3, 1, 14, -6, 3
O=C(NCc1nnc(SCC(=O)N2CCC(Cc3ccccc3)CC2)o1)c1ccccc1F
    -2, -5, -16, -2, 17, -1, 5, 3, -1
Cc1ccc(OCC(=O)NCc2cccs2)c([N+](=O)[O-])n1
    5, 3, -6, 0, 0, 0, -9, -15, 0
COc1ccc(Cc2nnc(SCC(=O)c3ccc(OC)cc3)o2)cc1
    -1, -7, -3, 0, 1, -2, -26, -4, -3
O=C(Nc1nc2ccc(F)cc2s1)c1cccs1
    -4, 14, -21, 2, 22, 2, 24, -3, 5

# Later entries
# Values run as follows: NPY-Y1 antag, NPY2 pot ag, MDM2 E3 inh, Runt-SMMHC FRET, Hck Nef HTS, Runt-CBFb FRET, NPY1 pot ag, RBBP9 inhibitor, p97 ATPase inh
O=C(CSC1=NC(=O)C(c2ccccc2)C(=O)N1)Nc1ccccc1[N+](=O)[O-] (configuration not stated)
    -2, -2, -8, -179, 8, -1, -20, 0, 2
O=C(NCc1cccnc1)c1ccccc1Br
    6, -2, -3, -1, -1, 0, -5, -10, 3
CCCNc1cc(=S)nc(N)[nH]1
    ., 8, -9, 22, -29, 36, 11, -6, -3
CC1Cc2ccccc2N1C(=O)CSc1nnnn1Cc1ccccc1 (configuration not stated)
    -2, 0, -13, -1, 3, 3, 6, -5, 1
O=[N+]([O-])c1cc(Cl)cc(C2=NCCN2)c1
    2, 7, -19, 1, -14, -1, -1, -9, -7
O=C(NCc1ccccc1)c1cc(S(=O)(=O)N2CCOCC2)ccc1F
    -2, 4, -10, -1, 1, -1, -9, -1, 3
O=C(O)CCC(=O)Nc1ccc(N=Nc2ccccc2)cc1
    3, 13, -6, -1, 3, 1, 15, 1, 4
NC1=NC(=O)S/C1=C\c1ccc(F)cc1
    -1, 8, -1, -1, 26, 0, 7, 1, 3

# Arranged by the number under Hck Nef HTS (rising): some entries from above.
Molecule	Hck Nef HTS
O=C(NCc1cccnc1)c1ccccc1Br	-1
O=C(NCc1ccccc1)c1cc(S(=O)(=O)N2CCOCC2)ccc1F	1
NC1=NC(=O)S/C1=C\c1ccc(F)cc1	26
